Bioassay records (PubChem)
NS5 inhibitors – Dengue-2 NS5 methyltransferase inhibitors, primary screen, biochemical, confirmation dose response (AID 588689) | Dengue-2 NS5 methyltransferase capping enzyme assay, biochemical; higher % means a stronger effect | inhibition, % at 25 µM; hits with a dose series show IC50 in µM | 0.3% of 340,000 active; in the data active = a potency from the dose series; inconclusive = inhibition above about 29% without an active follow-up result
NTR1 ag – NTR1-driven beta-arrestin-GFP spot formation – imaging, U2OS cells, high content, primary screen (AID 493036); P30989; agonist mode; activation, % at 20 µM; 0.17% of 330,000 active;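 active = activation at or above 40% of the spot to cytoplasm intensity ratio, with at least 20 cells analyzed; inconclusive = wells under 20 cells, flagged as cytotoxic or low count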;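 note: 0% = DMSO without peptide and 100% = 100 nM NTR1 peptide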
Target sequence (P30989 whole entry, looked up): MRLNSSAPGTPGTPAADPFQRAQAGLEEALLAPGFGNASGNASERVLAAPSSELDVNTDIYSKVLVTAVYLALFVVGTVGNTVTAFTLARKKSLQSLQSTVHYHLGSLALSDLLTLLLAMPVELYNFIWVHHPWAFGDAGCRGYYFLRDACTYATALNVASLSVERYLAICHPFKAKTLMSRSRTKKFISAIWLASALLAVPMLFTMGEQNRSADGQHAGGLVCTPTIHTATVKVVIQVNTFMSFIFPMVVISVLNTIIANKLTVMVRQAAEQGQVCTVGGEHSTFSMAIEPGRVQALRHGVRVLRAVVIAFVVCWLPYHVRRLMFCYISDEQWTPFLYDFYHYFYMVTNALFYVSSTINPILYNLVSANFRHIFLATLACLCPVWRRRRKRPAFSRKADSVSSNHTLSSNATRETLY
SIAH1 antagonists – Siah-1 peptide-binding antagonists, primary screen, biochemical, fluorescence polarization, rhodamine-plectin, uHTS (AID 1817) | Siah-1 / rhodamine-plectin peptide fluorescence polarization; higher % means a stronger effect | one-dose displacement, % at 20 µM; IC50 in µM for titrated hits | 0.02% of 290,000 active;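 active = displacement of at least 50% at 20 µM, with a fluorescence ratio check between 0.3 and a set limit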;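 note: plate controls were Siah plus tracer with DMSO for no effect and tracer alone without Siah for full effect; strong numbers were not always called active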
AID2073 – inhibitors of Mint1-CaV2.2 protein interaction, biochemical, HTRF (AID 2073); 0.19% of 290,000 active; inhibition, % at 20 µM, or IC50 in µM where a hit was titrated; HTRF protein-protein interaction, Mint1-CaV2.2; higher % means a stronger effect; in the data active = inhibition mostly above about 51%, no sharp cut-off; inconclusive = no clear call, values can overlap the other calls; inactive = mostly below about 53%; note: some results filed as inactive read as strong as hits
Rac1 GTP hydrolysis – MgcRacGAP GTPase-activating activity inhibitors, confirmation, biochemical, ADP Hunter fluorescence; MgcRacGAP-stimulated Rac1 GTP hydrolysis, ADP Hunter fluorescence; higher % means a stronger effect; GST-tagged Rac1 F28L mutant substrate; 0.6% of 340,000 active; inhibition, % at 30 µM; hits with a dose series show IC50 in µM; AID 624330;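 active = first-screen hits whose inhibition reached a set limit at any dose in the follow-up dose series; inconclusive = inhibition above the set first-screen limit but never retested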;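 note: fluorescence reports GDP produced by GAP-driven GTP hydrolysis; strong numbers were not always called active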
West Nile antiviral – inhibition of WNV-induced cytopathic effect – cell-based, CPE readout (AID 1621); CPE inhibition, % at 10 µM, or IC50 in µM where a hit was titrated; 0.02% of 290,000 active; West Nile virus-infected cells, CPE inhibition; higher % means a stronger effect; in the data active = a potency from the dose series; inconclusive = CPE inhibition mostly from about 3.7% at the one dose, without a potency; inactive = the rest, 99 in 100 with CPE inhibition below about 2.2%; note: strong numbers were not always called active
Large T inhibition – SV40 large T antigen inhibitors, biochemical (AID 1903); 0.39% of 310,000 active; inhibition, % at 20 µM, or IC50 in µM where a hit was titrated; SV40 large T antigen ATPase/helicase inhibition assay; higher % means a stronger effect; in the data active = a potency from the dose series; inconclusive = inhibition mostly from about 32% at the one dose, without a potency; inactive = the rest, 99 in 100 with inhibition below about 32%; note: strong numbers were not always called active
RSV antiviral HEp-2 – inhibition of RSV-induced cytopathic effect – HEp-2 cells, primary 10 µM value included (AID 2391); HEp-2 cells, RSV-induced CPE inhibition; higher % means a stronger effect; 0.13% of 310,000 active; CPE inhibition, % at 10 µM; hits with a dose series show IC50 in µM; in the data active = a potency from the dose series; inconclusive = CPE inhibition mostly from about 23% at the one dose, without a potency; inactive = the rest, 99 in 100 with CPE inhibition below about 21%; note: strong numbers were not always called active
UTI89 phage lysis – inhibition of K1F phage lysis, E. coli UTI89, bacterial capsule biogenesis inhibitors, alamar blue (AID 488966); inhibition, % at 100 µM, or IC50 in µM where a hit was titrated; E. coli UTI89 K1F phage lysis, alamar blue, 2 h; higher % means a stronger effect; 0.02% of 340,000 active;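 active = phage lysis inhibition, versus mean bacterial control, above a set limit; inconclusive = no clear call, values can overlap the other calls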;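 note: capsule biogenesis inhibitors block K1F phage lysis so surviving cells raise fluorescence; higher fluorescence means more inhibition of phage lysis; actives were called in the ten point dose series up to 300 µM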
NTR1 ag cell count 20 µM – second read-out of NTR1 ag, no call of its own (marks repeat the call); cell count; measured here: cell count, cytotoxicity flag
NS5 inhibitors pilot replicate – also measured in NS5 inhibitors; calls as there; inhibition, %; measured here: pilot screen replicate inhibition
An asterisk follows results filed as active; ? = inconclusive; . = no result given; [ ] = dose if it differs, or a comment. Some of the compounds tested, so the mix of outcomes need not match the whole.

SMILES	NS5 inhibitors	NTR1 ag	NTR1 ag cell count 20 µM	SIAH1 antagonists	AID2073	Rac1 GTP hydrolysis	West Nile antiviral	Large T inhibition	RSV antiviral HEp-2	UTI89 phage lysis	others
COc1ccc(-c2nc3ccccc3c(=O)o2)cc1	-7.1%	0.5	79	-2.3%	26.4%	7.8%	0.0%	1.2%	1.3%	0.3%
Cc1cccc(N2C(=O)/C(=C/c3ccc(N4CCN(C)CC4)o3)C(=O)NC2=S)c1C	-31.2%	0.8	39	1.8%	-4.9%	-0.3%	-0.4%	24.5%	0.4%	-0.9%
COC(=O)C1=C(c2cccc(OC)c2OC)C[C@@H]2CC[C@H]1N2C(=O)N1CCCC1	-1.6%	-1.9	90	.	.	11.2%	-0.6%	6.4%	1.0%	1.0%
O=C(c1cccnc1)c1cc2ccccc2[nH]1	0.7%	1.2	62	14.7%	-4.1%	5.8%	0.0%	20.1%	2.5%	0.4%
CC1(C)C2([N+](=O)[O-])CN3CC1([N+](=O)[O-])CN(C2)C3c1cccnc1 (stereo not given)	-4.7%	0.8	55	-3.3%	12.3%	3.0%	0.1%	5.0%	1.6%	-0.5%
CC(Cc1ccccc1)NC(=O)CCCCC(=O)NC(C)Cc1ccccc1 (stereo not given)	.	1.8	64	3.4%	5.2%	2.8%	-1.1%	4.8%	0.2%	0.4%
CC12CCC3C(CC=C4CC(O)CCC43C)C1C/C(=C\N1CCCC1)C2=O (stereo not given)	.	0.6	91	8.3%	9.8%	.	0.2%	.	.	.
C[C@]12CCC(=O)C=C1C=CC1C2CC[C@]2(C)C(=O)CCC12 (stereo not given in full)	-1.6%	-0.8	55	.	.	1.8%	.	.	.	2.8%
COC(=O)c1ccc(N=C(c2ccccc2)c2c(O)n(C)c(=O)n(C)c2=O)cc1	-10.0%	0.5	50	10.8%	0.2%	0.1%	0.3%	4.3%	0.3%	-1.0%
CCCCC(=O)N/N=C/c1c(O)n(CCCC)c(=S)[nH]c1=O	-2.3%	0.6	53	-9.5%	-12.1%	3.6%	-0.4%	2.4%	.	-0.5%

Among those listed so far, 2 have a carbonyl joined to an NH by a bond outside any ring.
SMILES	NS5 inhibitors	NTR1 ag	NTR1 ag cell count 20 µM	SIAH1 antagonists	AID2073	Rac1 GTP hydrolysis	West Nile antiviral	Large T inhibition	RSV antiviral HEp-2	UTI89 phage lysis	others
CC(Cc1ccccc1)NC(=O)CCCCC(=O)NC(C)Cc1ccccc1 (stereo not given)	.	1.8	64	3.4%	5.2%	2.8%	-1.1%	4.8%	0.2%	0.4%
CCCCC(=O)N/N=C/c1c(O)n(CCCC)c(=S)[nH]c1=O	-2.3%	0.6	53	-9.5%	-12.1%	3.6%	-0.4%	2.4%	.	-0.5%

Following part
SMILES	NS5 inhibitors	NTR1 ag	NTR1 ag cell count 20 µM	SIAH1 antagonists	AID2073	Rac1 GTP hydrolysis	West Nile antiviral	Large T inhibition	RSV antiviral HEp-2	UTI89 phage lysis	others
CN(C)C(=O)CSc1nnc([C@@H](N)Cc2ccccc2)o1	-6.2%	3.3	90	-1.4%	-12.5%	4.6%	0.7%	8.4%	0.6%	0.6%
CCCn1ncc(C(=O)O)c1C	-6.1%	0.7	65	0.0%	2.8%	9.3%	0.2%	0.3%	0.1%	1.4%[50 µM]
CP(=O)(Nc1ccc(Cl)cc1)c1nc2c(s1)CCCC2 (stereo not given)	3.9%	-1.4	65	5.0%	2.8%	6.0%	-0.1%	1.9%	14.6%	0.0%
COC(=O)C1=C(c2ccc(F)cc2OCc2ccccc2)C[C@@H]2CC[C@H]1N2C(=O)N1CCCCC1	-12.0%	2.8	44	.	.	2.1%	.	.	5.5%	-0.3%
CCCCN1C(=N)C(CC)(CC)C(=O)NC1=O	-10.6%	0.7	78	2.6%	-3.5%	4.8%	0.8%	1.2%	1.4%	2.5%[50 µM]
Cc1oc(C(=O)Nc2ccc(O)cc2)cc1COc1ccccc1	0.7%	0.9	46	1.6%	-10.8%	?	0.1%	?	15.2%	3.0%
C#CCN1C(=O)C2(C(C#N)=C(N)OC(C)=C2C(=O)OCc2ccccc2)c2ccccc21 (stereo not given)	2.5%	-0.1	91	-2.8%	3.8%	9.1%	1.7%	15.5%	-0.3%	-0.2%
O=C(COc1ccc2ccccc2c1)N1CCN(Cc2c[nH]c3ccccc23)CC1	0.0%	-1.0	65	-0.1%	-5.2%	17.6%	-1.2%	0.9%	2.7%	4.0%
CCCCCCN=C(CC)c1c(O)n(CCCC)c(=O)[nH]c1=O	-4.2%	16.2	77	-3.2%	10.4%	4.0%	0.2%	-0.7%	13.8%	-0.7%
CN1CCC2(CC1)N=C(c1ccc(F)cc1)C(=S)N2	1.5%	-0.9	44	0.9%	-22.6%	0.3%	0.9%	-3.0%	-0.9%	0.1%
CCC(=NCc1ccco1)c1c(O)n(Cc2ccccc2)c(=O)[nH]c1=O	-12.3%	2.3	85	-4.8%	-12.8%	8.5%	-1.1%	16.5%	11.7%	-0.1%	NS5 inhibitors pilot replicate=-3.2
CCn1cc(C(=O)NCc2ccccc2)c2ccccc21	-5.2%	-1.8	55	-1.4%	-3.7%	8.2%	-0.9%	12.0%	8.9%	3.9%
COC(=O)C1=C(c2ccc(F)cc2F)C[C@@H]2CC[C@H]1N2C(=O)NCCOc1ccccc1	3.2%	-1.0	50	.	.	-0.5%	.	.	0.6%	0.6%
Cc1ccc(N2C(=O)NC(=O)/C(=C\c3cn(CC(=O)O)c4ccccc34)C2=O)cc1	17.7%	0.6	61	-0.5%	32.3%	28.5%	-0.6%	7.6%	1.2%	0.0%
CCCCn1c(C)c(C(=O)O)c2cc(OC)ccc21	-0.7%	-0.7	50	-0.2%	4.7%	4.6%	0.6%	-1.8%	0.3%	1.2%
CCN(CC)C(=O)c1ccc(NC(=O)c2cccc(C(F)(F)F)c2)cc1	-8.4%	1.3	57	-2.2%	-5.7%	2.6%	-0.4%	10.2%	4.8%	0.4%
Fc1cccc(C2NCCc3[nH]cnc32)c1 (stereo not given)	0.6%	-1.5	65	-4.2%	-2.9%	9.0%	0.0%	4.2%	0.9%	4.1%[50 µM]
COc1ccccc1CN1CCN(C(=O)Cc2ccccc2)CC1	-6.2%	1.1	74	3.5%	3.0%	?	-0.1%	-1.6%	0.4%	0.1%
CN(C)C(=O)On1c(-c2ccccc2)nc2ccc(Cl)cc21	2.7%	-0.6	55	-4.0%	11.2%	7.6%	-0.1%	3.3%	-0.9%	0.0%
Cc1ccc(C(=O)C2(C)N(O)C(C)C(c3cccs3)=[N+]2[O-])cc1 (stereo not given)	2.7%	1.3	58	5.8%	2.6%	3.5%	-0.5%	1.9%	0.5%	1.2%[50 µM]
CN1CCN(C(=O)O[C@H]2c3nccnc3C(=O)N2c2ccc(Cl)cn2)CC1	-7.5%	0.0	61	-1.1%	23.7%	-5.3%	-0.2%	12.1%	-0.2%	-0.1%
CC(=O)c1c(O)n(C)c(=S)n(-c2ccccc2)c1=O	-35.6%	-0.9	94	4.6%	25.9%	7.7%	1.7%	16.7%	2.2%	0.7%
Cc1c(C(c2ccc(Cl)cc2Cl)c2c(O)c3ccccc3oc2=O)c(=O)n(-c2ccccc2)n1C (stereo not given)	-4.7%	22.1	63	7.4%	7.2%	11.0%	-0.3%	10.4%	3.5%	0.1%
COC(=O)C1=C(c2ccc(Cl)c(C(F)(F)F)c2)C[C@@H]2CC[C@H]1N2C(=O)N1CCCC1	-6.3%	1.1	63	.	.	13.6%	.	.	2.6%	-0.4%
COC(=O)C1=C(c2cc3ccccc3s2)C[C@@H]2CC[C@H]1N2C(=O)NCc1ccc(C(F)(F)F)cc1	-1.6%	-0.6	96	.	.	8.0%	-0.1%	3.8%	1.4%	0.2%
CC(C)Oc1ccc(C2C(C#N)=C(N)Oc3c2c(=O)oc2ccccc32)cc1 (stereo not given)	-10.5%	0.5	76	3.1%	7.6%	5.3%	-0.5%	4.3%	2.6%	0.6%
CC(N)Cc1c[nH]c2cc3c(cc12)OCCO3 (stereo not given)	-6.1%	-0.1	34	-2.6%	-2.6%	-8.3%	.	7.1%	0.5%	-0.2%
O=[N+]([O-])c1ccc(C2C3C(c4ccccc4)=NC4(CCCC4)N32)cc1 (stereo not given)	2.7%	6.3	79	-4.2%	-9.6%	-1.2%	-0.5%	-2.1%	1.5%	0.1%
OCc1cnc[nH]1	2.2%	-2.6	48	6.1%	-0.7%	-4.7%	-0.5%	10.8%	0.6%	3.1%
O=C1NC(=S)NC(=O)C1=Cc1ccc2c(c1)CCN2CCCCl	.	0.5	55	87.6%	37.6%	.	0.0%	28.8µM*	15.7%	.
CCOP(=O)(C#CC(C)(C)C)C(C)(O)c1ccccc1 (stereo not given)	1.4%	-0.8	53	0.0%	7.8%	-0.4%	-0.1%	6.1%	0.8%	0.4%
COc1ccc(C(C)=O)cc1CN1CC=C(c2ccccc2)CC1	14.2%	5.8	50	2.3%	-7.7%	9.5%	0.4%	12.2%	3.9%	0.0%
N#CCCn1cc(C(=O)Nc2ccccc2Br)c(-c2ccc3c(c2)OCCO3)n1	-2.2%	2.7	53	3.7%	-1.7%	2.7%	.	7.2%	1.4%	2.5%
CC(C)C1(C)N=C(c2nc3ccccc3cc2C(=O)O)NC1=O (stereo not given)	-3.1%	4.0	56	1.5%	-1.4%	4.0%	0.3%	2.9%	0.7%	-3.0%
CN(C)N=O	1.5%	0.7	41	.	.	6.0%	.	.	0.8%	-0.5%
COC(=O)C1=C(c2ccccc2OCc2ccccc2)C[C@@H]2CC[C@H]1N2C(=O)NCc1ccc(Cl)cc1	3.3%	2.0	63	.	.	4.9%	.	.	0.2%	-0.1%
O=S(=O)(c1ccccc1)N1CCCCC1c1cccnc1 (stereo not given)	0.7%	0.1	46	3.9%	?	11.9%	-0.8%	9.4%	1.0%	0.0%
CN1CCN(c2ccc([N+](=O)[O-])c3no[n+]([O-])c23)CC1	?	.	.	13.5%	4.5%	18.8%	-0.7%	6.3%	-5.1%	0.5%
CN1CCc2nc3ccc(F)cc3c(C(N)=O)c2C1	6.2%	-0.4	50	4.5%	-3.1%	4.1%	0.2%	-4.5%	0.1%	0.8%
CCC(=NCc1ccco1)c1c(O)n(-c2ccc(Cl)cc2)c(=O)[nH]c1=O	-4.6%	1.6	48	0.1%	1.5%	-7.5%	-0.1%	8.6%	1.6%	-2.9%
CCN(CC)C(=O)c1ccc(NC(=O)c2ccc(-n3cncn3)c([N+](=O)[O-])c2)cc1	0.0%	-0.9	51	.	.	3.6%	.	-5.7%	0.3%	1.3%[50 µM]
Cn1c2ccccc2c2cnn(CC(=O)N3CCC4(CC3)OCCO4)c(=O)c21	.	-0.8	91	-2.7%	0.4%	.	.	5.4%	1.7%	.
